From PubChem
Jurkat NFkB inh: inhibitors of the PMA/ionomycin-induced NF-kB reporter in Jurkat cells; PMA/ionomycin-induced NF-kB luciferase reporter, luminescence; inhibition, % at 4 µM; 330,000 compounds, 0.53% hits; AID 435003; in the data active means inhibition above about 50%
EBI2 antag: EBI2 (human) antagonism. P32249. EBI2 beta-arrestin recruitment, luminescence, 7a,25-OHC stimulated. inhibition, % at 5 µM. 360,000 compounds, 0.81% hits. AID 651636; in the data active means inhibition above about 38%;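 further: enzyme fragment complementation signal reports receptor beta-arrestin coupling in cells; 0% = agonist plus DMSO wells and 100% = wells without agonist; some results beyond the cut were filed as inactive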
Target sequence (P32249 whole entry, looked up, the tested form may be a part): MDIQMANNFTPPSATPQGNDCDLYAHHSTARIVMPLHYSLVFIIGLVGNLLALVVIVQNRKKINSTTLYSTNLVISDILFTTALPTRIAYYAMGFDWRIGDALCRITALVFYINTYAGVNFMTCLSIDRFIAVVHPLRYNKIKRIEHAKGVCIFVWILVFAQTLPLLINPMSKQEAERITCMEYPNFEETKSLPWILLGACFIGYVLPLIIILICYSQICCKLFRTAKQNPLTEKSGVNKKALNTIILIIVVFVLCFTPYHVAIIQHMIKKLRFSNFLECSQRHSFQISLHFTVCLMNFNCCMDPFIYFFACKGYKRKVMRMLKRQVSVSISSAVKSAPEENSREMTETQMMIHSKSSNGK
CHOP UPR activ: apoptotic UPR (CHOP) activation; 330,000 compounds, 0.34% hits; AID 449763; activation, % at 10 µM; CHO-CHOP luciferase reporter, luminescence; percent of tunicamycin response over DMSO baseline;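 active means at 10 µM dose, activation of 40% or more, normalized to positive control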;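 further: 100% = tunicamycin at 10 µg/mL and 0% = DMSO alone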
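Assay system: CHO-CHOP cells, stable luciferase reporter of PERK-eIF2a-CHOP signalling / Buffer or medium: F12 plus 10% serum / Compound dosing: one dose, 10 µM in 0.5% DMSO / Times: 6 h compound treatment, 37 °C / Technique: luciferase luminescence / Read-out: % reporter activation, DMSO baseline versus tunicamycin full activation / Benchmarks: tunicamycin and DMSO controls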
UPR XBP1 act: activators of adaptive arm of unfolded protein response (XBP1). CHO-XBP1 luciferase reporter, IRE1-XBP1 UPR activation, luminescence; percent of tunicamycin response, DMSO as zero. activation, % at 20 µM. 330,000 compounds, 0.33% hits. AID 463104;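 active means versus positive control, 20 µM dose yields 30% or more activation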;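 further: 100% = tunicamycin at 10 µg/mL and 0% = DMSO only wells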
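Test system: CHO-XBP1 luciferase reporter cells | Buffer or medium: Serum-containing F12 medium, 10% FBS | Schedule: 6 h compound exposure at 37 °C, 5% CO2 | Detection: Steady-Glo luciferase glow luminescence, 10 min after reagent addition | Read-out basis: Activation, % of tunicamycin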
CCR6 antag: antagonists of human CCR6 receptor; P51684; inhibition, % at 20 µM; CHO-K1 CCR6 PathHunter beta-arrestin, luminescence, CCL20-stimulated; 340,000 compounds, 0.49% hits; AID 493098;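 active means compounds whose inhibition of the agonist-driven luminescence signal at 20 µM reaches about 50%, limit read from the data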;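 further: cells stimulated with CCL20 at 14 nM final; plate controls were DMSO with CCL20 for no effect and DMSO without agonist for full effect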
Target sequence (P51684 whole entry, looked up): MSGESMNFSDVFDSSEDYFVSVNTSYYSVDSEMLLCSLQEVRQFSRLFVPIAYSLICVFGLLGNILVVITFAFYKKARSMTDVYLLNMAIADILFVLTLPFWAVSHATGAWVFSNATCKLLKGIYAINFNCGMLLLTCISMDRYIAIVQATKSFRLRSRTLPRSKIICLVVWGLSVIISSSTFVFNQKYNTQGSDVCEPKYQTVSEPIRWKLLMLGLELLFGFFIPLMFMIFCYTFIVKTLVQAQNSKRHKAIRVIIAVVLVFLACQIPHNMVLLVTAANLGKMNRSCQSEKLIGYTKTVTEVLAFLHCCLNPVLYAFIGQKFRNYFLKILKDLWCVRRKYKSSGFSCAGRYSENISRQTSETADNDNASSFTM
Gli-Sufu block: antagonists of Gli-Sufu signaling; Sufu-KO-LIGHT fibroblasts, Gli luciferase reporter luminescence; inhibition, % at 5 µM; 340,000 compounds, 0.74% hits; AID 588413;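 active means inhibition above about 55%, limit read from the data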;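 further: 0% = DMSO-treated cells and 100% = wells with medium but no cells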
697 NFkB inh: lowers PMA/ionomycin-induced NF-kB signal in 697 B cells; 697 B-cell NF-kB luciferase reporter, 16 h; inhibition, % at 4 µM; 330,000 compounds, 0.33% hits; in the data active means inhibition above about 35%
CXCR6 inh: CXCR6 (human) receptor inhibition; AID 602244; inhibition, % at 20 µM; CHO-K1 PathHunter CXCR6 beta-arrestin, luminescence; 360,000 compounds, 0.36% hits; O00574; in the data active means inhibition above about 34%, passing the limit was not always enough;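 further: antagonist mode with CXCL16 agonist at 10 nM final; 0% = 10 nM CXCL16 with DMSO and 100% = unstimulated wells without agonist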
Mdm2-MdmX inh: human Mdm2/MdmX binding inhibition; O15151+Q00987; SaOS-2 split-luciferase Mdm2/MdmX complementation, luminescence; inhibition, % at 8 µM; 330,000 compounds, 3% hits; AID 485346;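 active means inhibition of at least 50% at 8 µM in the primary screen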
The depositor's hits bear a star; · = no result given.

SMILES	Jurkat NFkB inh	EBI2 antag	CHOP UPR activ	UPR XBP1 act	CCR6 antag	Gli-Sufu block	697 NFkB inh	CXCR6 inh	Mdm2-MdmX inh
O=C(c1ccccc1)N(c1ccccc1)c1ccccc1O	·	-6	·	·	3	2	·	-6	·
COc1ccc2[nH]c(C(=O)O)c(NS(=O)(=O)c3ccc(C)cc3C)c2c1	3	-11	0.8	-1	9	-4	13	-12	8
CCNCc1cc2cc(C)ccc2[nH]c1=O	0	-7	0.2	0	-6	-21	6	13	27
Cc1cc(C)cc(N2CC(C(=O)NC3CCCCC3)CC2=O)c1 (configuration not stated)	-8	3	1.6	-3	-6	1	8	6	-7
CCOC(=O)C1=C(c2ccccc2)NC(=O)NC1c1cc(Cl)c(O)c(OC)c1 (configuration not stated)	1	4	0.6	-3	2	2	11	0	-9
CCn1c(SCC(=O)Nc2ccc(OC)c(OC)c2)nnc1-c1cnccn1	1	5	1.9	-4	18	-5	3	-4	30
c1coc(-c2ncc[nH]2)c1	4	-14	-2.2	0	7	-1	1	5	-11
CCOC(=O)c1cc(C)n(CCCN2CCOCC2)c1C	-10	-2	1.7	-3	14	2	18	9	4
CCOC(=O)N1CCC(N2C(=O)c3ccccc3C2Nc2ccc(C)cc2)CC1 (configuration not stated)	2	-3	2.1	-2	1	8	-7	0	19
O=C(Nc1cc([N+](=O)[O-])ccc1O)c1ccc2c(c1)C(=O)N(Cc1ccco1)C2=O	12	13	3.6	3	41	-33	5	21	12
CCC/C=C1/CCCOC(C(=O)NCc2ccc(C)o2)(C(F)(F)F)C1 (configuration not stated)	3	11	2.0	0	20	-5	-3	6	7
CCOc1ccc(C(=O)Nc2cccc([N+](=O)[O-])c2)cc1Br	-43	9	8.4	1	-8	-9	-2	-2	-3
CCN(C(=O)CSc1nnc(C)n1-c1cccc(C)c1)C1CCS(=O)(=O)C1 (configuration not stated)	-5	10	-0.3	0	4	5	17	-8	13
COc1ccc(C(C(C(=O)c2cccs2)N2CCOCC2)N2CCOCC2)cc1OC (configuration not stated)	-3	0	2.3	2	0	1	18	-4	14
CC(C)(C)C(=O)COC(=O)CNC(=O)c1ccc(Oc2ccccc2)cc1	7	-11	-1.4	0	4	3	3	-7	20
C=CCn1c(SCC(=O)Nc2ccccc2CC)nnc1-c1ccncc1	12	-9	-2.7	1	-15	2	-6	1	3
O=C(CCn1cnc2ccccc2c1=O)Nc1ccc2c(c1)OCCO2	-26	-7	0.9	4	-3	-5	7	2	-32
CCOc1ccc(NC(=S)NC23CC4CC(CC(C4)C2)C3)cc1	-16	16	2.3	0	6	-9	-8	4	32
COc1cc(SC)ccc1C(=O)OCC(=O)NC1CC1	0	4	-0.4	0	2	3	1	-1	-16
c1ccc2cc(C3CCCCC3)ncc2c1	-36	14	6.7	7	7	-12	-32	-6	-2
CCOC(=O)C(C)Oc1ccc(=O)n(-c2ccccc2)n1 (configuration not stated)	0	-8	-1.8	-1	1	1	-15	4	11
CCOC(=O)c1[nH]c(COC(=O)c2ccccc2NC(=O)c2ccco2)c(C(=O)OCC)c1C	-9	-6	9.4	-1	10	12	21	-8	-33
Cc1c(C)n(CCc2c[nH]c3ccccc23)ccc1=O	4	-4	1.6	3	-4	1	9	-6	6
O=c1oc2cc(O)ccc2c2oc3cc(O)ccc3c12	-7	6	0.8	-1	-15	-23	-8	-9	6
O=C(COC(=O)c1ccc(O)cc1O)NC(=O)Cc1ccccc1	·	-1	·	·	-4	-11	·	-2	·

The list goes on, starting with the last 2 of the part before.
SMILES	Jurkat NFkB inh	EBI2 antag	CHOP UPR activ	UPR XBP1 act	CCR6 antag	Gli-Sufu block	697 NFkB inh	CXCR6 inh	Mdm2-MdmX inh
O=c1oc2cc(O)ccc2c2oc3cc(O)ccc3c12	-7	6	0.8	-1	-15	-23	-8	-9	6
O=C(COC(=O)c1ccc(O)cc1O)NC(=O)Cc1ccccc1	·	-1	·	·	-4	-11	·	-2	·
COCCC(=O)N1CCC(Oc2ccc(C(=O)NCc3cccc(C)n3)cc2)CC1	-8	-4	0.3	-4	3	-15	-10	10	25
O=C(NCC1CCCO1)c1ccc(S(=O)(=O)Nc2ccccc2F)cc1 (configuration not stated)	4	0	-0.2	-3	3	-1	11	-2	-3
COc1cccc(CN(C)C(=O)c2ccc3c(=O)n4c(nc3c2)CCC4)c1OC	-8	1	8.5	1	-7	-7	-34	0	-5
CSCCC(C(=O)N1CC2(C)CC1CC(C)(C)C2)N1C(=O)c2ccccc2C1=O (configuration not stated)	-3	-5	-1.0	-4	14	1	-19	-2	20
Cc1cccc(OCCCCNCc2ccccc2)c1	-11	2	0.9	1	0	11	3	4	-2
O=c1oc2ccccc2c(Nc2ccc(Cl)cc2)c1[N+](=O)[O-]	-7	3	-0.3	-2	6	10	-19	10	42
CC1CCCC(C)N1CC(O)COCc1ccccc1 (configuration not stated)	-9	-10	-0.3	2	7	-3	-3	-3	-32
O=C(Nc1ccc(N2CCOCC2)cc1)c1cc(F)c(F)cc1Cl	-14	0	2.1	-2	3	-36	-6	-9	-9
COc1ccc(C(=O)NNC2=NC(C)(C)Cc3cc(C)c(C)cc32)cc1	-2	5	-0.9	2	35	-5	18	14	23
N#CCCN(C(=O)COC(=O)C1=NNC(=O)CC1)c1ccccc1	-1	-2	1.9	1	5	-1	4	-2	4
C/C(=C\c1ccco1)C1Nc2cccc3cccc(c23)N1	2	·	5.9	2	·	·	-25	·	9
CCOC(=O)c1[nH]c2ccccc2c1NC(=O)CC	15	1	0.1	-1	8	-31	-4	0	-14
CN(C)S(=O)(=O)c1cccc(NC(=O)CSc2ncnc3ccccc23)c1	-8	-13	-1.1	-1	9	5	-21	-4	15
CCOc1cc(NC(=O)CCl)c(OCC)cc1NC(=O)CCl	3	-2	153*	-4	3	2	-26	6	96*
NC(=O)COC(=O)c1ccc2c(c1)C(=O)N(Cc1ccco1)C2=O	-2	1	-0.6	2	2	15	23	9	11
CCCCCCCC#Cc1ccccc1/C=N/S(=O)c1ccc(C)cc1 (configuration not stated)	-3	·	3.8	29	23	40	-42	·	14
Cc1onc(-c2ccccc2Cl)c1C(=O)Nc1ccccc1C(N)=O	-4	-5	-0.7	0	1	0	-4	6	0
Cc1ccc(Nc2nc3nonc3[nH]c2=O)cc1C	-19	-14	1.2	3	-47	-4	-59	7	4
O=C(Nc1ccc2nc(-c3ccccc3)[nH]c2c1)c1cccs1	-44	4	2.0	2	-11	-12	-67	-11	-7
Fc1cc(Cl)c(OCc2noc(-c3ccsc3)n2)c(Cl)c1	-22	2	5.2	4	11	-27	-34	5	-14
Cc1nc2nc(-c3cccs3)cn2nc1C	-20	0	2.1	0	4	53	-13	5	-54
O=C(NCCCn1ccnc1)c1ccc2c(c1)OCCO2	-12	-5	2.2	-1	3	-6	11	-5	-14
Nc1nccc(/C=C/c2c(F)cccc2Cl)n1	0	-11	2.1	0	9	·	12	-11	-8
O=C(Nc1cccc(Cl)c1)Nc1ccc2c(c1)C(=O)OC2	-6	-2	1.1	0	-10	-12	-9	-18	0
C[N+]1(CC(O)c2ccccc2)CCCCCC1 (configuration not stated)	-2	-7	0.6	-1	9	4	6	0	6

A run of entries from further up:
SMILES	Jurkat NFkB inh	EBI2 antag	CHOP UPR activ	UPR XBP1 act	CCR6 antag	Gli-Sufu block	697 NFkB inh	CXCR6 inh	Mdm2-MdmX inh
CC1CCCC(C)N1CC(O)COCc1ccccc1 (configuration not stated)	-9	-10	-0.3	2	7	-3	-3	-3	-32
O=C(Nc1ccc(N2CCOCC2)cc1)c1cc(F)c(F)cc1Cl	-14	0	2.1	-2	3	-36	-6	-9	-9
COc1ccc(C(=O)NNC2=NC(C)(C)Cc3cc(C)c(C)cc32)cc1	-2	5	-0.9	2	35	-5	18	14	23
N#CCCN(C(=O)COC(=O)C1=NNC(=O)CC1)c1ccccc1	-1	-2	1.9	1	5	-1	4	-2	4
C/C(=C\c1ccco1)C1Nc2cccc3cccc(c23)N1	2	·	5.9	2	·	·	-25	·	9
CCOC(=O)c1[nH]c2ccccc2c1NC(=O)CC	15	1	0.1	-1	8	-31	-4	0	-14
CN(C)S(=O)(=O)c1cccc(NC(=O)CSc2ncnc3ccccc23)c1	-8	-13	-1.1	-1	9	5	-21	-4	15
CCOc1cc(NC(=O)CCl)c(OCC)cc1NC(=O)CCl	3	-2	153*	-4	3	2	-26	6	96*
NC(=O)COC(=O)c1ccc2c(c1)C(=O)N(Cc1ccco1)C2=O	-2	1	-0.6	2	2	15	23	9	11
CCCCCCCC#Cc1ccccc1/C=N/S(=O)c1ccc(C)cc1 (configuration not stated)	-3	·	3.8	29	23	40	-42	·	14
Cc1onc(-c2ccccc2Cl)c1C(=O)Nc1ccccc1C(N)=O	-4	-5	-0.7	0	1	0	-4	6	0
Cc1ccc(Nc2nc3nonc3[nH]c2=O)cc1C	-19	-14	1.2	3	-47	-4	-59	7	4
O=C(Nc1ccc2nc(-c3ccccc3)[nH]c2c1)c1cccs1	-44	4	2.0	2	-11	-12	-67	-11	-7
Fc1cc(Cl)c(OCc2noc(-c3ccsc3)n2)c(Cl)c1	-22	2	5.2	4	11	-27	-34	5	-14
Cc1nc2nc(-c3cccs3)cn2nc1C	-20	0	2.1	0	4	53	-13	5	-54
O=C(NCCCn1ccnc1)c1ccc2c(c1)OCCO2	-12	-5	2.2	-1	3	-6	11	-5	-14
Nc1nccc(/C=C/c2c(F)cccc2Cl)n1	0	-11	2.1	0	9	·	12	-11	-8
O=C(Nc1cccc(Cl)c1)Nc1ccc2c(c1)C(=O)OC2	-6	-2	1.1	0	-10	-12	-9	-18	0
C[N+]1(CC(O)c2ccccc2)CCCCCC1 (configuration not stated)	-2	-7	0.6	-1	9	4	6	0	6
